# HCV NS3 hel inh – HCV NS3 helicase inhibition; NS3 helicase DNA unwinding, Cy5 molecular beacon fluorescence; inhibition, % at 10.9 µM; 290,000 tested, 0.56% active;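 active = inhibition above the mean of all tested compounds plus 3 SD, set per campaign, cut at about 35% in these data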;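 also: 0% = DMSO wells and 100% = thioflavine S control wells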
#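 Assay system: hepatitis C virus NS3 helicase domain fragment enzyme. Also added: annealed dual-labelled DNA beacon duplex, ATP-started. Timing: 1 h reaction at 25 °C, ATP-initiated. Technique: Cy5 fluorescence at 0 and 60 min, beacon hairpin quenching. Evaluation: % inhibition of unwinding. Replication: one well per compound.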
# FID counter – fluorescent intercalator displacement, NS3 helicase counter-screen; DNA fluorescent intercalator displacement, fluorescence; AID 1845; 290,000 tested, 0.17% active; inhibition, % at 7.9 µM; in the data active = inhibition above about 37%;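 also: 0% = vehicle and 100% = reference compound; higher means more ethidium bromide displaced from hairpin DNA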
# OXTR ag – activates the human oxytocin receptor | P30559 | CHO-OTR cells, Fluo-8 calcium fluorescence; normalized: DMSO 0%, oxytocin 100% | activation, % at 3 µM | 320,000 tested, 0.32% active | AID 2435;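 active = activation above the mean of all tested compounds plus 3 SD, cutoff set per screening run, cut at about 20% in these data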;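 also: peak over basal fluorescence ratio from a 100 s FLIPR kinetic read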
# PHOSPHO1 inh – inhibitors of human PHOSPHO1 phosphatase | AID 1565 | 290,000 tested, 1.1% active | inhibition, % at 13.3 µM | recombinant PHOSPHO1, absorbance phosphatase assay; in the data active = inhibition above about 60%
# Target sequence (Q8TCT1 whole entry, looked up): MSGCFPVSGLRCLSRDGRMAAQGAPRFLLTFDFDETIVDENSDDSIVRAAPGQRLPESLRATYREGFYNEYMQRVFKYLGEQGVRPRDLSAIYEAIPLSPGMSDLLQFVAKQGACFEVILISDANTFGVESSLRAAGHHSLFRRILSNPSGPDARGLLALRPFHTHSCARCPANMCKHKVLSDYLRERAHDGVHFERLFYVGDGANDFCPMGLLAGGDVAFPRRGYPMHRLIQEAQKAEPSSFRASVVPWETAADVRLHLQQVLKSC
# VIM-2 inhibitor – inhibitors of Pseudomonas aeruginosa VIM-2 metallo-beta-lactamase | purified VIM-2, nitrocefin hydrolysis, epi-absorbance fluorescence | inhibition, % at 5.6 µM | 290,000 tested, 0.89% active | AID 1527;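 active = inhibition above the mean of all tested compounds plus 3 SD, cutoff set per screening run, cut at about 7.5% in these data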;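 also: red hydrolysis product quenches plate fluorescence so inhibitors raise well fluorescence; 0% = enzyme with DMSO and 100% = DMSO without enzyme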
# GPR7 antag – antagonists of human GPR7 (neuropeptides B/W receptor 1); GPR7-expressing cells, fluorescence antagonist assay; AID 1861; 290,000 tested, 1.1% active; inhibition, % at 4.4 µM; P48145; in the data active = inhibition above about 16%, passing the limit was not always enough;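 also: cells stimulated with the agonist NPW; 0% = agonist with vehicle and 100% = vehicle without agonist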
# IMP-1 inhibitor – blocks Pseudomonas aeruginosa IMP-1 metallo-beta-lactamase | purified IMP-1, nitrocefin hydrolysis, epi-absorbance fluorescence | inhibition, % at 5.6 µM | 290,000 tested, 0.45% active;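 active = inhibition above the mean plus 3 SD of all compounds in the same screening run, cut at about 4.5% in these data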;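 also: 0% = IMP-1 with DMSO and 100% = DMSO wells lacking enzyme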
#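 System: purified IMP-1 / Input: IMP-1 dispensed at 0.2 nM / Medium: 50 mM HEPES pH 7.1, 50 µM ZnSO4, 0.05% Brij 35 / Timing: 15 min enzyme–compound preincubation, then 25 min nitrocefin reaction, 25 °C / Technique: plate fluorescence quenching by hydrolysis product, ex 480/em 530 nm / Repeats: singlicate testing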
# GalR3 antagonist – blocks the human galanin receptor 3. O60755. HEK293 GalR3-CNG cAMP membrane potential fluorescence; galR3 body fused to GalR1 C-terminus. 360,000 tested, 0.44% active. inhibition, % at 3 µM;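 active = inhibition above the screen-wide average plus 3 SD, cut at about 13% in these data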;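 also: forskolin and galanin both at EC90 stimulate the cells; cAMP rise reported by CNG channel membrane potential dye signal; 0% = forskolin plus galanin with DMSO and 100% = forskolin alone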
# Target sequence (O60755 1-299 limits assumed): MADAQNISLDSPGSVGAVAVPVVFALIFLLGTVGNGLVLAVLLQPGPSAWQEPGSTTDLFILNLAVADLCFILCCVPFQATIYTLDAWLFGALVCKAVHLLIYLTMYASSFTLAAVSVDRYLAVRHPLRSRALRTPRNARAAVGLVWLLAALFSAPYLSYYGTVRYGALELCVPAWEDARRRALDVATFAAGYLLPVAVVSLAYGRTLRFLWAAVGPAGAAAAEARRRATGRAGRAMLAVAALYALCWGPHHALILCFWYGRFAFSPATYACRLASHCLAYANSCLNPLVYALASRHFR
# V1aR counter – counter-screen for oxytocin receptor agonists: human V1a receptor agonists; P37288; CHO-V1R cells, Fluo-8 calcium fluorescence, agonist mode; 0% DMSO, 100% 3 nM vasopressin; activation, % at 3 µM; 320,000 tested, 0.25% active; AID 2797;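 active = activation above the mean activation of all tested compounds plus 3 SD, per screening run, cut at about 20% in these data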;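 also: signal is peak over basal fluorescence ratio across a 100 second FLIPR read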
# Target sequence (P37288 whole entry, looked up): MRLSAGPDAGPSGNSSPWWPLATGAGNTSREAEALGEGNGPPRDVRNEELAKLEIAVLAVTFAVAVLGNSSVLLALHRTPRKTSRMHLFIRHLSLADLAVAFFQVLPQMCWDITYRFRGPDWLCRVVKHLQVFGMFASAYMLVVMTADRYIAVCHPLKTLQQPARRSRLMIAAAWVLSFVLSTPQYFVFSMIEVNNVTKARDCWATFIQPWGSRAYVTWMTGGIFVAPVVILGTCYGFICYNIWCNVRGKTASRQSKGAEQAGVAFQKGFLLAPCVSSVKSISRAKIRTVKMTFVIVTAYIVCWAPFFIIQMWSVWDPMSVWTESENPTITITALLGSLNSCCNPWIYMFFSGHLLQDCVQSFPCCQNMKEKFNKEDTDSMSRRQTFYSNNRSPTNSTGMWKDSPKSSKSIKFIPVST
# * = called active by the depositor; . = no result given.
SMILES,HCV NS3 hel inh,FID counter,OXTR ag,PHOSPHO1 inh,VIM-2 inhibitor,GPR7 antag,IMP-1 inhibitor,GalR3 antagonist,V1aR counter
O=C(O)CC1(CC(=O)Nc2ccc3sccc3c2)CCCCC1,15,-22,-0.1,-10,0.4,-5,0.3,-6,0.2
COc1ccc(NC(=O)c2coc(C)c2)cc1,-1,-3,-1.0,28,-0.7,14,0.1,-7,0.2
Cc1ccc(C(=O)N/C(=C\c2cccs2)C(=O)NCc2ccncc2)cc1,5,-1,-0.8,12,-0.4,-4,-1.6,-2,0.3
O=C(c1ccccc1)N1CCN(C(=S)NCCc2ccccc2)CC1,1,-14,-0.2,-25,0.3,-3,-2.4,-2,1.3
OCCN1CCN(c2ncnc3scc(-c4ccc(F)cc4)c23)CC1,0,0,.,24,-0.5,-6,-2.9,-1,.
S=C(NCCc1ccccn1)Nc1ccc(Cl)c(Cl)c1,-7,-5,3.3,10,-2.1,2,-5.0,3,5.0
O=C(O)c1ccc(N2CC3CC(C2)c2cccc(=O)n2C3)c(NC(=S)Nc2ccc(Cl)cc2Cl)c1 (stereo unspecified),3,0,-1.0,39,-2.5,-12,-0.8,-6,-1.5
O=C(COC(=O)c1c(Cl)cccc1Cl)NCC1CCCO1 (stereo unspecified),20,-24,0.0,4,2.4,-4,0.8,-4,-0.5
O=C(COC(=O)c1cc(=O)[nH]c2ccccc12)c1cccs1,8,-2,-2.4,25,3.2,-2,-2.3,-2,-0.9
Cc1cc(C)c(C)c(S(=O)(=O)Nc2ccc(O)cc2)c1C,-1,-2,5.7,-25,-2.1,-15,-3.0,-6,4.6
COC(=O)c1cc(OC)c(OC)cc1NC(=O)c1ccccc1,-2,-2,-2.0,-16,0.3,1,-1.3,-2,-1.2
NC(=O)[C@@H]1CCCN1C(=O)c1ccc2oc(CCc3ccccc3)nc2c1,-2,-26,.,-30,0.0,-7,-2.7,0,.
COc1ccc(Cc2nnc(NC(=O)c3cccc([N+](=O)[O-])c3)s2)cc1,-2,2,2.4,-20,-1.3,-11,-2.4,-3,2.6
c1ccc(CN2CCN(C(c3ccccc3)c3ccccc3)CC2)cc1,-43,21,-2.3,-16,-2.6,-33,-0.8,-12,-0.6
CCOC(=O)c1ccccc1NC(=O)/C(C)=C/C(=O)O,6,-3,-0.2,33,-1.4,3,-2.8,-3,0.6
CCOC(=O)c1c(OCC)[nH]c2c1cc(O)c1ccccc12,17,-11,1.3,67*,0.9,-7,-2.6,-2,1.2
COc1ccccc1NC(=O)NNC(=O)c1cc2ccccc2cc1O,14,-16,2.4,24,-0.9,-19,-3.5,2,7.3
Cc1ccc(-c2nc(S(=O)(=O)c3ccccc3)c(SCC(=O)NCC3CCCO3)o2)cc1 (stereo unspecified),-4,-36,0.5,-17,-2.5,0,-1.9,-7,0.0
CN(C)C1(CNC(=O)C2CCC(=O)N(CCc3ccc(Cl)cc3)C2)CCCCC1 (stereo unspecified),3,5,-0.4,18,-1.9,-1,-0.5,-1,0.7
CN(Cc1ccccn1)C(=O)C1CCC(=O)N(CCc2ccc(Cl)cc2)C1 (stereo unspecified),3,-22,-0.5,41,-1.5,-10,-2.8,-8,0.2

# Sorted by formula weight (low to high): part of the list above.
SMILES,HCV NS3 hel inh,FID counter,OXTR ag,PHOSPHO1 inh,VIM-2 inhibitor,GPR7 antag,IMP-1 inhibitor,GalR3 antagonist,V1aR counter
O=C(O)CC1(CC(=O)Nc2ccc3sccc3c2)CCCCC1,15,-22,-0.1,-10,0.4,-5,0.3,-6,0.2
O=C(COC(=O)c1c(Cl)cccc1Cl)NCC1CCCO1 (stereo unspecified),20,-24,0.0,4,2.4,-4,0.8,-4,-0.5
Cc1ccc(-c2nc(S(=O)(=O)c3ccccc3)c(SCC(=O)NCC3CCCO3)o2)cc1 (stereo unspecified),-4,-36,0.5,-17,-2.5,0,-1.9,-7,0.0

# (next part)
SMILES,HCV NS3 hel inh,FID counter,OXTR ag,PHOSPHO1 inh,VIM-2 inhibitor,GPR7 antag,IMP-1 inhibitor,GalR3 antagonist,V1aR counter
O=c1ccc(Cl)cn1Cc1ccccc1F,1,1,-0.2,-4,-4.1,-2,-4.2,-2,1.0
CCOC(=O)c1c(NC(=O)c2cc(CC(C)C)on2)sc(C(C)=O)c1C,17,-7,0.0,10,-3.8,-12,-1.7,.,0.2
Cn1c(=O)c2c(nc(CN3CCN(c4cccc(Cl)c4)CC3)n2CCc2ccccc2)n(C)c1=O,-10,-22,-1.1,.,-1.3,-5,-4.2,-1,-0.2
Cc1ccc(C(=O)NC2CCN(S(=O)(=O)c3ccccc3)CC2)cc1,-1,2,-1.9,46,-2.4,2,-3.2,-2,-0.7
COc1cccc(NC(=O)CSc2nnc(C)s2)c1,0,-2,1.4,11,-0.5,-10,-0.5,-5,0.6
Nc1nnc(SCc2ccc(F)cc2)s1,6,-1,-0.1,5,-1.7,-5,-1.8,-7,-0.7
CCC(=O)c1ccc(OCC(=O)N2CCCC2)c(OC)c1,-2,0,0.1,-1,1.2,17,-3.5,-7,0.3
C/C=C/Cn1c(SCc2ccc(C)cc2)nc2c1c(=O)[nH]c(=O)n2C,5,-6,-2.1,30,-1.2,3,-1.5,0,-0.9
Cc1ccsc1/C=N/NC(=O)CNC(=O)c1c(F)cccc1Cl,6,-6,1.8,27,0.0,-11,-1.2,-7,1.9
O=c1c(Cc2ccc(Cl)cc2Cl)c(O)ccn1CCCN1CCOCC1,-10,5,-0.7,47,-4.8,-10,-4.3,-3,-1.0
COc1ccc(NC(=S)N2CCNC(=O)C2CC(=O)Nc2ccc(C)cc2)cc1 (stereo unspecified),-2,-2,-0.5,-14,1.6,-7,-2.7,-1,-0.2
CCn1c(CNC(=O)COc2ccc(C(C)C)cc2)nnc1SCC(=O)Nc1ccccc1F,6,-37,5.1,33,-4.3,-6,-4.4,-7,4.9
CCc1ccc(NC(=S)N2CCN(C)CC2)cc1,-4,-5,0.4,31,-0.9,-22,-2.4,-6,-0.2
COc1cccc(-c2cc(C(=O)N3CCN(S(=O)(=O)c4ccc(Br)cc4)CC3)[nH]n2)c1,16,-41,1.0,42,-3.0,-7,-3.5,3,2.3
Cc1ccc(-n2ncc(C(=O)Nc3cc(Cl)ccc3C)c2C2CCNCC2)cc1C,-16,4,0.9,43,-0.9,-7,-1.7,-8,0.5
COc1cc(/C(C#N)=C/c2cccc3ccccc23)c([N+](=O)[O-])cc1OC,-1,1,-0.5,0,-3.3,-1,0.4,1,0.1
CCCSc1nnc2n(C)c(=O)c3c4c(sc3n12)CCC4,0,-9,-2.3,21,6.3,-9,-1.2,1,-1.2
N#Cc1c(Nc2ccccc2)c(C=O)c[nH]c1=O,8,-6,2.0,37,-2.2,-13,-4.5,-7,0.6
Cc1ccc(C(=O)CCC(=O)N(C)CC(=O)Nc2ccccc2Br)cc1,7,-30,-2.2,28,-2.2,-10,-1.6,1,0.1
CCCOCC(O)CCc1n[nH]c(=S)n1-c1ccccc1 (stereo unspecified),12,-4,-0.5,47,2.5,0,-0.8,-5,0.2

# Quoted at random: four entries already listed, in no set order.
SMILES,HCV NS3 hel inh,FID counter,OXTR ag,PHOSPHO1 inh,VIM-2 inhibitor,GPR7 antag,IMP-1 inhibitor,GalR3 antagonist,V1aR counter
COc1cccc(NC(=O)CSc2nnc(C)s2)c1,0,-2,1.4,11,-0.5,-10,-0.5,-5,0.6
C/C=C/Cn1c(SCc2ccc(C)cc2)nc2c1c(=O)[nH]c(=O)n2C,5,-6,-2.1,30,-1.2,3,-1.5,0,-0.9
CCn1c(CNC(=O)COc2ccc(C(C)C)cc2)nnc1SCC(=O)Nc1ccccc1F,6,-37,5.1,33,-4.3,-6,-4.4,-7,4.9
Cc1ccc(C(=O)CCC(=O)N(C)CC(=O)Nc2ccccc2Br)cc1,7,-30,-2.2,28,-2.2,-10,-1.6,1,0.1

# (more compounds)
SMILES,HCV NS3 hel inh,FID counter,OXTR ag,PHOSPHO1 inh,VIM-2 inhibitor,GPR7 antag,IMP-1 inhibitor,GalR3 antagonist,V1aR counter
CC1(C)CC(=O)C(C=N)=C(O)C1,0,-1,0.1,-26,-1.6,-4,-0.5,1,1.0
CCOc1ncccc1C(=O)OCC(=O)N1CC(=O)Nc2ccccc21,2,-11,1.0,10,-2.1,-1,-2.9,0,0.2
COc1ccccc1NC(=S)N1CCN(c2nc(-c3ccccc3)cs2)CC1,-9,-3,0.4,21,-2.7,-7,-2.2,-7,0.9
COc1ccc(NC(=O)CSc2n[nH]c(-c3ccccn3)n2)cc1,8,-15,-0.3,40,-0.1,3,-1.7,-8,0.5
CC1CCN(C(=O)CCC(=O)Nc2nnc(C3CCCCC3)s2)CC1,15,-48,0.5,38,-0.3,1,-0.7,-2,3.4
O=C(O)c1cncc(C#Cc2ccccc2)c1,0,-2,0.6,.,-2.3,13,-1.3,-9,1.3
COc1ccc(C(=O)/C=C(\C)Nc2ccc(NC(C)=O)cc2)cc1,-3,-6,0.5,8,-1.6,-11,-3.0,8,0.9
O=C(O)c1cc([N+](=O)[O-])ccc1N1CCCCC1,3,3,0.3,6,-5.2,-11,-3.5,3,0.3
O=C(/C=C/c1cccc(Cl)c1)NCCc1ccccc1,2,-14,-2.2,-18,-0.5,-1,-2.5,-2,-0.2
Cc1cc2[nH]c3ccccc3c2cn1,1,5,0.9,29,0.7,-6,-3.1,-9,1.5
CN(C)CCC(=O)c1cccc(Br)c1,3,2,-0.8,25,-1.7,-4,-2.3,-2,0.9
CCC(Sc1nc(-c2ccccc2)cc(=O)[nH]1)C(=O)O (stereo unspecified),-3,4,0.7,19,-1.7,-13,-3.2,-3,1.2
CCC(=O)Nc1nc2ccc(NC(=O)COc3ccccc3)cc2s1,-4,-4,-0.2,28,-3.2,5,-5.2,0,0.5
COc1ccc(S(=O)(=O)Nc2nc3ccccc3nc2NCc2ccc3c(c2)OCO3)cc1,-7,2,0.9,9,-0.3,-5,0.4,1,-0.3
Cc1c(NC(=O)C(=O)N/N=C/c2cccs2)c(=O)n(-c2ccccc2)n1C,7,-9,-1.2,20,-1.1,-8,-1.6,0,0.6
Cc1ccc(N2CCN(c3ccc(NC(=O)CCC(=O)O)cc3)CC2)cc1,-3,-16,-0.7,16,-4.1,-2,-3.8,-2,0.7
CC1=C(Cl)C2=NS(=O)(=O)CCN2C=C1Cl,-3,0,-0.5,-14,1.8,-3,-3.2,-1,-0.1
CCOc1cc(/C=N\NC(N)=O)cc(Br)c1OC(C)C,7,-7,-2.3,-2,-2.0,-14,-3.8,-10,0.7
CCc1cc2c(N3CCN(c4nnc(CC)s4)CC3)ncnc2s1,-16,-30,5.6,19,1.2,8,1.9,.,5.2
Cc1cccc(-n2nc(C(=O)c3ccco3)cc(-c3nc4ccccc4[nH]3)c2=N)c1,6,-1,-0.1,-17,-0.2,-10,-4.1,-5,0.0
O=C(/C=C/c1ccc(F)cc1)NC(=S)N1CCCCC1c1cccnc1 (stereo unspecified),0,-3,-2.4,38,-1.4,-16,-0.4,-5,-0.8

# Screening data deposited in PubChem by several laboratories.
